T cell modulator: modulators of CD8 T cell-vesicle binding, primary screen, mouse 2C CD8+ T cells, flow cytometry; AID 2052, 2009; 2C CD8+ T cell-vesicle binding; active compounds read low; 330,000 tested, 0.068% active; calls only at 7 µM;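 active means response, share of CD8 T cells binding vesicles, and their 90th percentile fluorescence all below set limits, cut at about 80% in these data, passing the limit was not always enough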
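Test system: purified 2C TCR transgenic mouse naive CD8+ T cells. Probe or stimulus: QL9-peptide-loaded Drosophila micro-vesicles bearing Ld, ICAM-1 and B7-1. Incubation: binding step 1.5 h, 37 °C, antibody labelling 20 min, ice. Measured by: flow cytometry of vesicle-bound cells.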
Ins promoter up: insulin promoter activators in MIN6 cells, imaging, high-content screening, mouse beta cells. MIN6 insulin promoter-GFP reporter; active compounds read high. z-score at 5 µM. 190,000 tested, 0.3% active;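 active means z-score above 3 at 5 µM with at least 500 cells counted in the well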
bCat nuc transl: modulators of beta-catenin nuclear translocation, primary screen, imaging, HeLa cells, immunofluorescence, high-content; nuclear translocation activity, % at 5 µM; 190,000 tested, 0.3% active;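 active means nuclear translocation activity above 50% at 5 µM, with a well cell count of 50 or more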;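 further: per-cell ratio of nuclear to cytoplasmic median beta-catenin stain intensity; plate controls were DMSO negative control for no effect and GSK-3 inhibitor IX positive control for full effect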
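System: HeLa cells, endogenous beta-catenin; compound dosing: 5 µM primary single dose, 0.1% DMSO, 0.02–20 µM confirmation series; incubation: 24 h compound exposure at 37°C, 5% CO2; signal: beta-catenin immunofluorescence imaging with DAPI; evaluation: % activation, nuclear-to-cytoplasmic median beta-catenin signal ratio per cell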
PMI inhibitors: inhibitors of human PMI, primary screen, biochemical, fluorescence intensity, coupled assay (AID 1209) | purified PMI enzyme, coupled fluorescence intensity; higher % means a stronger effect | 190,000 tested, 0.42% active | inhibition, % at 20 µM; hits with a dose series show IC50 in µM | Mannose-6-phosphate isomerase (Homo sapiens);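 further: plate controls were DMSO vehicle for no effect and wells lacking substrate for full effect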
human PMI inhibitors: human PMI inhibitors, high substrate, primary screen, biochemical, fluorescence intensity, high mannose 6-phosphate (AID 1220). one-dose inhibition, % at 20 µM; IC50 in µM for titrated hits. 190,000 tested, 0.66% active. recombinant PMI enzyme, coupled fluorescence intensity; higher % means a stronger effect. Mannose-6-phosphate isomerase (Homo sapiens)
Autophagy mod: autophagy modulators in MEF cells, primary screen, imaging, high-content, MEF GFP-LC3; MEF GFP-LC3 puncta imaging; test concentration mostly 10 µM; calls only at 10 µM (by protocol); 190,000 tested, 0.98% active;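 active means percentage of spot-positive cells more than 3 SD above its plate mean, without a fluorescence outlier flag or 80% toxicity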;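 further: spot-positive cell cutoff set from DMSO-treated cells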
Lipid droplet: inhibitors of hepatocyte lipid droplet formation, primary screen, imaging, high-throughput imaging, BODIPY stain; inhibition, % at 6.5 µM; AML12 mouse hepatocytes, oleate lipid droplets; AID 1656, 2009; 240,000 tested, 0.4% active;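 active means lipid droplet intensity inhibited by at least 50%, with more than 500 cells counted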
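Test system: AML12 mouse liver cells; schedule: overnight exposure; technique: high-content imaging of BODIPY-stained droplets and DAPI nuclei; read-out: % inhibition of corrected integrated BODIPY droplet signal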
MT stabilizer: microtubule stabilizers in HeLa cells, primary screen, imaging, high-content imaging; 200,000 tested, 0.83% active; % tubulin-high responders, % at 10 µM; HeLa tubulin immunostaining HCS, 24 h; share of cells brighter than vehicle mean+2SD;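 active means plate Z-score above 3 for both tubulin-high and condensed-nucleus cell shares, with cell loss under 80%, at 10 µM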;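 further: anti alpha tubulin signal scored within the nucleus-defined area of each cell; some results filed as inactive read as strong as hits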
TNAP activation fold: human TNAP enzyme activators, primary screen, biochemical, luminescent, no phosphate acceptor, uHTS (AID 1001) | 200,000 tested, 0.03% active | one-dose activation fold at 20 µM; EC50 in µM for titrated hits | purified TNAP, luminescent activation assay, no phosphate acceptor; higher activation fold means a stronger effect; in the data active means activation fold from about 3, or a potency from the dose series; inactive means the rest, 99 in 100 with activation fold below about 1.6; further: many of its hits are not listed in these tables
Ins promoter up cell count: second read-out of Ins promoter up, no call of its own (marks repeat the call); cell count; measured here: cytotoxicity, nuclei count;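 total cells summed across four imaged fields per well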
Lipid droplet cells 6.5 µM: second read-out of Lipid droplet, no call of its own (marks repeat the call); cell count; measured here: cell count, cytotoxicity flag;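 cells counted across two imaged fields per well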
bCat nuc transl cell count 5 µM: recorded beside bCat nuc transl, whose call it bears; cell count; measured here: cell count, cytotoxicity flag
T cell modulator vesicle-bound %: further read-out of T cell modulator, marked with its call; double positive events, %; measured here: CD8+ vesicle-bound cell fraction;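 binding gate set so that unloaded-vesicle control wells show 10% double positive cells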
MT stabilizer Hoechst-high %: also measured in MT stabilizer; calls as there; % Hoechst-high responders; measured here: nuclear condensation Hoechst responders;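 share of cells brighter than vehicle mean plus two SD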
MT stabilizer cytotoxicity %: further read-out of MT stabilizer, marked with its call; toxicity, %; measured here: cytotoxicity by cell density;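 0% = mean cell density of plate MIN control wells and 100% = no cells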
Autophagy mod cell loss 18 h: further read-out of Autophagy mod, marked with its call; toxicity, %; measured here: cell loss, nuclei count;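 cell loss after 18 h compound exposure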
An asterisk follows results filed as active; i = inactive; nt = not tested or not shown; + = active, no number. Unless noted, no stated cut-off is given here; in the data, active means inhibition above about 50%; inactive means the rest. Compounds as they come; any-hit rate near 2.9%.

Fields: T cell modulator	T cell modulator vesicle-bound %	Ins promoter up	Ins promoter up cell count	bCat nuc transl	bCat nuc transl cell count 5 µM	PMI inhibitors	human PMI inhibitors	Autophagy mod	Autophagy mod cell loss 18 h	Lipid droplet	Lipid droplet cells 6.5 µM	MT stabilizer	MT stabilizer Hoechst-high %	MT stabilizer cytotoxicity %	TNAP activation fold
- FC(F)(F)c1nc(N2CCCC2)ncc1-c1nnnn1-c1ccccc1
 : i	65	-1.6	1336	-1.9	1368	-3%	-2%	i	12	nt	nt	2.7	2.0	11	1.1
- COc1ccc(OC)c(S(=O)(=O)N(C)CC(=O)Nc2ccccc2OC)c1
 : i	55	0.65	1886	0.1	1095	7%	7%	i	2	-12	710	2.4	2.1	6.2	1.1
- CC1CN(S(=O)(=O)c2ccc(C(=O)Nc3sccc3C(N)=O)cc2)CC(C)O1 (stereo not given)
 : i	52	-0.05	1240	-0.6	490	13%	15%	i	2	0	622	1.4	2.1	4.6	1.1
- CCn1nc(C(=O)N2CCN(Cc3ccc4c(c3)OCO4)CC2)c2ccccc2c1=O
 : i	46	2.1	783	-2.4	1028	6%	1%	i	6	5	690	2.9	3.6	8.3	1
- CN(CC(=O)Nc1cccc(F)c1)C(=O)CCCc1cccs1
 : i	43	0.2	1610	-1.0	1111	14%	10%	i	16	-3	683	3.4	2.0	13	1.1
- c1ccc(-c2nn3cnnc3c3ccccc23)cc1
 : i	19	-0.94	1223	-1.4	1016	-17%	-8%	i	0	1	713	5.7	1.3	9.7	1
- CCc1ccc(NC(=S)Nc2cc(C(=O)O)ccc2N2CC3CC(C2)c2cccc(=O)n2C3)cc1 (stereo not given)
 : i	11	0.37	1259	-1.4	1040	27%	4%	i	-4	-6	697	1.6	2.8	6.3	1.1
- Cn1c(=O)[nH]c(=O)c2c1nc(SCC(O)CO)n2Cc1ccccc1Cl (stereo not given)
 : i	35	-0.97	1247	-3.0	1057	-5%	-2%	i	-2	nt	nt	4.1	2.9	4.3	1
- COc1ccc(OC)c(NC(=O)C(CCS(C)(=O)=O)NC(C)=O)c1 (stereo not given)
 : i	44	0.66	1205	-6.5	1207	19%	16%	nt	nt	1	805	nt	nt	nt	1.1
- CC(C)(C)C(=O)NC(=S)NNC(=O)C(c1ccccc1)c1ccccc1
 : i	23	nt	nt	0.4	1539	-7%	-13%	i	0	3	762	2.3	1.6	2.7	1.1
- O=C(CSc1nc(O)cc(=O)n1-c1ccccc1)Nc1nc2ccccc2s1
 : i	24	-0.45	1134	1.0	1256	nt	nt	nt	nt	0	663	nt	nt	nt	nt
- Cc1nn(C)c(C)c1/C=C(/C(=O)C(C)(C)C)n1cncn1
 : i	44	0.89	1055	0.5	1234	nt	nt	nt	nt	-1	705	nt	nt	nt	nt
- O=C(CSCc1ccccc1Cl)NN1C(=O)c2ccccc2C1=O
 : i	11	-0.8	1565	-0.3	1349	-3%	8%	i	12	nt	nt	3.3	1.5	6.9	1.1
- CC(C)c1ccc(NC(=O)C2CC(=O)Nc3nc4ccccc4n32)cc1 (stereo not given)
 : i	38	-0.02	1019	-1.3	1306	nt	nt	nt	nt	-4	748	nt	nt	nt	nt
- Cc1c(C(=O)N/N=C/c2ccc(O)cc2)sc(=S)n1C
 : i	45	0.05	1319	-2.9	519	-7%	-4%	i	2	27	611	3.3	2.0	0.3	1.1
- COc1ccc(/C=N/Nc2cc(C)nc(-n3nc(C)cc3C)n2)c(OC)c1
 : i	12	nt	nt	-0.7	960	4%	-14%	i	28	-4	586	4.5	0.4	11	1.2
- O=C(Nc1nnc(SCc2ccccc2Cl)s1)c1cccc([N+](=O)[O-])c1
 : i	7	-0.38	1469	-2.1	1188	14%	4%	i	-6	-2	667	5.2	2.1	8.6	1
- CCOc1ccccc1Oc1ccc(C(F)(F)F)cn1
 : i	15	0.96	1310	nt	nt	3%	-1%	i	4	7	698	3.5	2.0	0.0	1.1
- COc1ccc(OC)c(NC(=O)c2cc(S(=O)(=O)NCc3ccco3)ccc2F)c1
 : i	31	-0.32	1128	0.3	818	9%	10%	i	6	nt	nt	3.5	2.6	7.2	1.1
- COCCNC(=O)CN(c1ccc(OC)c(OC)c1)S(=O)(=O)c1ccc(C)cc1
 : i	57	nt	nt	nt	nt	-5%	-6%	i	-9	nt	nt	1.6	2.3	8.9	1.1
- O=C(CSc1nnnn1-c1ccc(F)cc1)NNC(=O)c1ccco1
 : i	43	-0.07	1115	-0.8	1316	nt	nt	nt	nt	-3	717	nt	nt	nt	nt
- S=c1[nH]nc(-c2ccc(Br)cc2)n1Cc1ccco1
 : i	30	-0.23	2008	-4.8	1155	12%	9%	i	20	-2	615	4.2	2.9	7.8	0.7
- CCN(c1ccc(NS(=O)(=O)c2cc(Cl)ccc2Cl)cc1)C(C)C
 : i	45	0.17	1281	-0.3	526	8%	36%	i	-1	-10	666	3.1	3.7	5.7	1
- O=C(O)c1cccc2c1C(=O)c1ccccc1C2=O
 : i	45	1.1	1281	-6.1	1079	-76%	-152%	+	-6.4*	6	648	3.6	3.5	6.6	1
- CCc1ccccc1NC(=O)Cc1cn(C)c2ccccc12
 : i	59	0.22	1175	-1.4	1049	-11%	-1%	i	9	8	766	2.4	1.9	1.3	0.9
- CC(=O)NCCC(=O)Nc1ccc(F)cc1C
 : i	45	0.29	1521	-3.0	1384	-4%	-2%	i	4	nt	nt	3.0	1.6	1.0	1
- Cc1ccc(CNC(=O)c2nnn(-c3cccc(C)c3)c2N)cc1
 : i	9	nt	nt	nt	nt	-8%	1%	i	-4	nt	nt	5.6	2.8	7.7	0.9
- Cn1ccnc1Sc1ccc(C=O)cc1[N+](=O)[O-]
 : i	34	-0.61	1241	-1.4	1135	20%	28%	i	4	10	768	3.2	2.0	9.5	1
- COC(=O)NNC(=O)COc1ccc(Br)c(C)c1
 : i	34	0.13	997	-2.8	1265	10%	1%	i	0	-1	754	1.5	1.9	8.7	1.1
- Cc1csc(SCC(=O)NCCc2ccc(Cl)cc2Cl)n1
 : i	50	-0.39	1461	3.8	1075	7%	-8%	i	35	-9	669	4.4	2.0	1.8	1

Overlap with the part before: 2 compounds, followed by the next part.
Fields: T cell modulator	T cell modulator vesicle-bound %	Ins promoter up	Ins promoter up cell count	bCat nuc transl	bCat nuc transl cell count 5 µM	PMI inhibitors	human PMI inhibitors	Autophagy mod	Autophagy mod cell loss 18 h	Lipid droplet	Lipid droplet cells 6.5 µM	MT stabilizer	MT stabilizer Hoechst-high %	MT stabilizer cytotoxicity %	TNAP activation fold
- COC(=O)NNC(=O)COc1ccc(Br)c(C)c1
 : i	34	0.13	997	-2.8	1265	10%	1%	i	0	-1	754	1.5	1.9	8.7	1.1
- Cc1csc(SCC(=O)NCCc2ccc(Cl)cc2Cl)n1
 : i	50	-0.39	1461	3.8	1075	7%	-8%	i	35	-9	669	4.4	2.0	1.8	1
- CC1=CC(C)(C)N(C(=O)CSc2nnc(N)s2)c2c(C)cc(C)cc21
 : nt	nt	-0.12	1674	0.5	1310	2%	5%	i	-2	nt	nt	0.3	1.3	7.5	1
- Cn1nc(C(F)(F)F)c(-c2ccccc2)c1NC(=O)c1cccnc1
 : i	48	0	1400	-3.5	1162	nt	nt	nt	nt	-2	699	nt	nt	nt	nt
- O=c1c2nnn(-c3ccc(Cl)cc3)c2ncn1Cc1ccccn1
 : i	22	0.39	1321	-0.1	1063	-3%	-12%	i	-18	5	729	2.4	2.6	6.1	1.1
- COc1ccc(/C(=N\O)c2ncc(C(F)(F)F)cc2Cl)cc1
 : i	32	nt	nt	nt	nt	7%	-3%	i	6	-1	795	1.0	2.0	17	1.2
- Cc1cccc(Nc2nc(N3CCCC3)nc(N3CCCC3)n2)c1
 : i	39	0.47	1001	nt	nt	6%	5%	i	2	0	734	2.2	2.8	3.3	1.1
- Cn1c(=O)c2c(nc(NN=C3CCCC3)n2C)n(C)c1=O
 : i	52	-0.52	1045	0.6	1282	nt	nt	nt	nt	20	752	nt	nt	nt	nt
- Cc1ccc(NCC(=O)N/N=C/c2ccc(-c3cccc(C(F)(F)F)c3)o2)cc1
 : i	12	-0.25	1496	-2.3	1124	29%	24%	i	-2	4	569	6.0	3.0	10	1
- Cc1ccc(C(NC(=O)c2ccccc2)C(Cl)Cl)cc1 (stereo not given)
 : i	52	0.02	1493	-0.9	1174	-4%	-15%	i	7	-4	592	1.7	3.3	6.7	0.8
- N#Cc1c(-c2ccc(Cl)cc2)c2c([nH]c1=S)CCCC2
 : i	66	nt	nt	0.0	569	-25%	-6%	i	8	-2	693	1.0	1.8	1.8	1
- CCOC(=O)c1cc(NC(=O)CCC(=O)O)ccc1N1CCCCC1
 : i	13	-0.43	1457	-0.8	1014	nt	nt	nt	nt	12	688	nt	nt	nt	nt
- CCCCn1c(SCC(=O)Nc2cc(C)on2)nc2c1c(=O)n(C)c(=O)n2C
 : i	16	-0.93	1090	-0.3	738	6%	5%	i	1	nt	nt	3.8	0.8	4.0	1
- CCOC(=O)C1CCN(C(=O)C(CC)c2ccccc2)CC1 (stereo not given)
 : i	61	-0.03	1381	-1.2	1528	6%	8%	i	16	-1	699	3.7	3.4	12	1.1
- COc1cccc(Cn2c(NCC(C)C)nc3c2c(=O)n(C)c(=O)n3C)c1
 : i	48	-1.4	1218	-0.3	535	-3%	-7%	i	24	-2	759	2.4	1.9	5.9	1
- N#Cc1c(N)nc(SCC(=O)NCCc2ccccc2)c(C#N)c1-c1cccs1
 : i	60	-0.77	1735	-2.4	842	-9%	-10%	i	13	nt	nt	4.2	3.0	4.9	1
- CCCCN(CCCC)C(=O)CSc1nnc(-c2cc(OC)c(OC)c(OC)c2)o1
 : i	24	-0.27	1385	-0.1	930	3%	-3%	i	-7	-19	647	3.1	2.5	4.3	1.1
- CSc1nc(C)cc(SCC(=O)Nc2ccccc2)n1
 : i	8	0.63	647	-3.6	1041	1%	0%	i	8	-3	729	0.8	1.2	7.1	1

Source: PubChem (several laboratories)
